# MEKK2 mut-MEK5 = signal of MEK5 binding to mutant human MEKK2 PB1 domain; bead flow cytometry, Alexa488-MEK5 binding to MEKK2 mutant; percent response, % at 10 µM; 290,000 compounds, 0.35% hits; AID 1530; in the data active = percent response above about 24%, passing the limit was not always enough; also: inactives centre near 1; some results filed as inactive read as strong as hits
# VIM-2 inhibitor = inhibitors of Pseudomonas aeruginosa VIM-2 metallo-beta-lactamase; 290,000 compounds, 0.89% hits; inhibition, % at 5.6 µM; purified VIM-2, nitrocefin hydrolysis, epi-absorbance fluorescence;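 active = inhibition above the mean of all tested compounds plus 3 SD, cutoff set per screening run, cut at about 7.5% in these data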;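 also: red hydrolysis product quenches plate fluorescence so inhibitors raise well fluorescence; 0% = enzyme with DMSO and 100% = DMSO without enzyme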
# M18AAP inhibitor = blocks P. falciparum M18 aspartyl aminopeptidase | recombinant PfM18AAP, H-Glu-NHMec fluorogenic cleavage | 290,000 compounds, 1.2% hits | inhibition, % at 7.35 µM;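 active = inhibition above the campaign mean inhibition over all tested compounds plus 3 SD, cut at about 28% in these data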;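 also: 0% = plate median of test compound wells and 100% = 2 mM ZnCl2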
# FID counter = counter-screen for HCV NS3 helicase inhibitors: DNA intercalator displacement; DNA fluorescent intercalator displacement, fluorescence; inhibition, % at 7.9 µM; 290,000 compounds, 0.17% hits; in the data active = inhibition above about 37%;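 also: 0% = vehicle and 100% = reference compound; higher means more ethidium bromide displaced from hairpin DNA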
# MEKK2 WT-MEK5 = raises or lowers MEK5 binding to wildtype human MEKK2 PB1 domain; Q9Y2U5; bead flow cytometry, Alexa488-MEK5 binding to MEKK2 WT; actives lie on both sides; binding response (% of control), % at 10 µM; 290,000 compounds, 1.1% hits; in the data active = binding response below about 67% or above about 130%
# NALP1 inh = NALP1 inhibition. AID 2071. 280,000 compounds, 0.61% hits. S. cerevisiae NALP1/ASC/caspase-1 growth, X-gal OD620, 72 h. inhibition, % at 10 µM; in the data active = inhibition mostly above about 24%, no sharp cut-off; inactive = mostly below about 32%; also: some compounds called inactive have numbers as strong as hits
# SUMO HTRF inh = blocks human SUMOylation mediated by UBC9; P63279; HTRF SUMOylation assay, SAE1/SAE2 + UBC9, in vitro; inhibition, % at 35 µM; 290,000 compounds, 0.36% hits; AID 2006; in the data active = inhibition above about 50%, passing the limit was not always enough; also: strong numbers were not always called active
# Target sequence (P63279 whole entry, looked up): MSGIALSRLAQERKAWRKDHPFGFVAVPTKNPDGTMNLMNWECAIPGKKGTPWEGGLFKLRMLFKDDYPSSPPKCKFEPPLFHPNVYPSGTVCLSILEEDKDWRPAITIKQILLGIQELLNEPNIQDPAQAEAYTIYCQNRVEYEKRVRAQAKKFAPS
# IMP-1 inh = inhibitors of Pseudomonas aeruginosa IMP-1 metallo-beta-lactamase; purified IMP-1, nitrocefin hydrolysis, epi-absorbance fluorescence; inhibition, % at 5.6 µM; 290,000 compounds, 0.45% hits; AID 1556;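 active = inhibition above the mean plus 3 SD of all compounds in the same screening run, cut at about 4.5% in these data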;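 also: 0% = IMP-1 with DMSO and 100% = DMSO wells lacking enzyme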
#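 System – purified recombinant IMP-1 beta-lactamase · Input – IMP-1 dispensed at 0.2 nM · Timing – 15 min preincubation plus 25 min reaction at 25 °C · Signal – Epi-absorbance fluorescence, 480 nm excitation, 530 nm emission · Measure – percent IMP-1 inhibition derived from blank-referenced optical density · Controls – Enzyme-plus-DMSO low control, enzyme-free DMSO high control · Replication – singlicate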
# HCV NS3 hel inh = blocks Hepatitis C virus NS3 helicase unwinding | NS3 helicase DNA unwinding, Cy5 molecular beacon fluorescence | inhibition, % at 10.9 µM | 290,000 compounds, 0.56% hits;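 active = inhibition above the mean of all tested compounds plus 3 SD, set per campaign, cut at about 35% in these data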;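 also: 0% = DMSO wells and 100% = thioflavine S control wells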
#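 System: NS3 helicase fragment of HCV / Schedule: 1 h at 25 °C / Control set: DMSO alone as 0% and 110 µM thioflavine S as 100% / Reagent: Cy5/quencher beacon DNA duplex and ATP to start / Technique: Cy5 fluorescence / Replication: singlicate / Evaluation: % inhibition of end-to-start signal ratio versus controls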
# Starred values were filed as active, the others as inactive; . = not tested or not shown. This is a random part of the collection. About 4.7% of those tested had a hit in this group.
SMILES,MEKK2 mut-MEK5,VIM-2 inhibitor,M18AAP inhibitor,FID counter,MEKK2 WT-MEK5,NALP1 inh,SUMO HTRF inh,IMP-1 inh,HCV NS3 hel inh
Cc1ccnc(NC(=O)C2CC(=O)N(c3ccc4c(c3)OCCO4)C2)c1 (stereo not drawn),7,-1.7,-2,-26,106,2,11,-2.9,-18
COc1ccc(OC)c(/C=N/NC(=O)c2ccc(=O)[nH]n2)c1,3,-2.8,8,-4,104,-2,5,-2.9,5
CCCCCCC(=O)Nc1ccc(Cl)cn1,4,-4.5,-2,0,106,9,11,0.1,-1
CCOC(=O)C1CCN(c2cc3c(cc2NC(=O)c2ccccc2F)n(C)c(=O)n3C)CC1,-6,1.2,-11,-20,95,17,23,18*,-9
Cc1cc(C)cc(N(CC(=O)NCc2ccco2)S(=O)(=O)c2ccccc2)c1,-2,-3.1,0,-29,101,8,-9,-3.9,-7
C=CCNC(=O)C1CCN(c2ccc(S(=O)(=O)N3CCOCC3)cc2Cl)CC1,-14,-3.2,4,-7,85,5,17,1.5,-4
COC(=O)c1ccccc1NC(=S)NC(=O)COc1ccccc1Cl,.,-4.1,14,0,.,11,-16,-5.4,-5
COC(=O)c1ccc2c(=O)n(CC3CCCO3)c(SCC(=O)NCCc3ccc(S(N)(=O)=O)cc3)nc2c1 (stereo not drawn),4,-3.5,-6,-3,104,10,-10,-2.8,4
O=C(NCCC(NS(=O)(=O)OCC(Cl)(Cl)Cl)c1ccccc1)C(F)(F)F (stereo not drawn),7,-0.6,1,-10,101,16,-5,-3.3,2
Cc1noc(NS(=O)(=O)c2ccc(N/C=C\C(=O)c3ccc(Br)cc3)cc2)c1C,-10,-2.9,5,-21,92,4,16,-1.6,29
CCSc1nnc(NC(=O)[C@@H](NC(=O)c2ccc(C(C)(C)C)cc2)C(C)C)s1,-1,-1.3,2,-27,90,17,-18,-2.6,23
Cc1ccc(-c2cc(C(=O)Nc3cc(C(=O)O)ccc3C)c3ccccc3n2)cc1,7,-2.8,-1,-40,101,12,18,-3.1,16
COc1cccc(C(=O)Nc2cccc3ccccc23)c1,6,-1.7,-2,-7,110,18,16,-2.2,12
O=C(COc1cc([N+](=O)[O-])cc2cccnc12)NCCC1=CCCCC1,-1,0.1,1,-30,99,5,-9,-0.8,-11
CON(C)S(=O)(=O)c1ccc2c(c1)NC(=O)C1CCCN21 (stereo not drawn),-1,-0.5,-9,-5,98,-18,2,-1.8,1
Cc1noc(C)c1C(=O)N1CCN(S(=O)(=O)c2ccc(F)cc2)CC1,1,-0.2,-9,0,108,-9,16,-1.7,13
COc1ccc(CCNC(=O)C2CC(=O)N(C3CCCCCCC3)C2)cc1OC (stereo not drawn),7,-0.6,-1,-30,106,1,8,0.6,5
Cc1ccccc1OCCC(=O)OCC(=O)Nc1ccc(N2CCOCC2)cc1,4,-1.1,3,-16,106,21,6,-3.0,2
O=C1CN(C(=O)c2ccccc2Br)C(c2ccc(F)cc2)c2cc(F)ccc2N1 (stereo not drawn),12,-0.2,1,-30,107,13,10,-1.1,0
CCN(Cc1ccccc1)C(=O)c1oc2ccc(S(=O)(=O)N3CCOCC3)cc2c1C,5,-7.2,5,-54,98,-1,.,-2.3,-4
Cc1nn2c(NCc3cccnc3)c3c(nc2c1-c1ccccc1)CCC3,-1,3.2,7,-16,101,-9,11,-3.8,-3
CCCCCCCC1CC(/C(C)=N/NC(N)=O)OC1=O (stereo not drawn),-1,-1.6,5,-1,100,20,3,-1.9,-2
O=C(Nc1cccc(C(=O)N2CCN(Cc3ccccc3)CC2)c1)c1ccccc1,-3,1.3,4,-9,91,14,14,-0.3,-8
CC(C)(C)C(=O)Nc1ccc(Cc2ccncc2)cc1,5,-1.6,1,-4,109,.,.,-1.1,-14
COC(=O)C(=Cc1ccc(-c2ccsc2C(=O)OC)o1)C(=O)OC,8,-2.1,3,-12,100,-10,-7,-1.2,-14
Cc1cccc(C(=O)N/C(=C\c2ccc(C)o2)C(=O)O)c1,2,-2.2,8,-5,-3.0*,-22,10,-1.0,8
CCc1cc(C(=O)N2CCCc3ccccc32)sc1C,4,2.3,0,-27,106,5,2,-0.8,-1
Cc1ccnc2nc(C(=O)Nc3nnc(CC(C)C)s3)nn12,11,-3.3,10,0,104,-14,16,-4.5,-5
COc1ccc(NC(=O)/C(Cl)=C(/Cl)S(=O)(=O)Cc2ccccc2)cn1,23,-3.0,-17,-10,114,-3,2,-1.3,-2
COc1ccc(S(=O)(=O)N2CCC(C(=O)N3CCCC3)CC2)cc1,7,-2.2,10,-7,102,2,23,-2.2,0
COc1ccc(/C=C2\C(=O)c3ccccc3OC2c2ccccc2)cc1 (stereo not drawn),4,-2.1,2,-8,101,0,-11,-3.1,-6
COC(CN1C(=O)C(=O)/C(=C(/O)c2ccccc2)C1c1ccccn1)OC (stereo not drawn),-8,9.6*,1,12,90,-4,4,-3.1,0
O=C(CSc1ccc2c(c1)OCCO2)NC(=O)Cc1ccccc1,-6,0.2,-9,-5,89,19,-1,-0.7,-8
COC(=O)c1ccc2c(=O)n(CCCCCC(=O)NCc3ccc4c(c3)OCO4)c(=O)[nH]c2c1,-12,-0.6,10,-10,66,5,29,-3.7,-8
Cc1ccc(C(=O)NCCSC2CCCCC2)cc1S(=O)(=O)Nc1ccccc1,4,0.2,5,-23,105,13,6,-0.9,-1
CCOc1ccc(CN(CC)C(=O)Cc2c[nH]c3ccccc23)cc1OC,1,-1.0,-1,-36,101,10,3,-4.3,-1
CCOc1ccccc1CN1CCCC(CNC(=O)Cc2ccc(OC)cc2)C1 (stereo not drawn),3,-3.1,-6,9,107,7,0,-3.3,-10
O=C(N/N=C/c1coc2ccc(Cl)cc2c1=O)c1ccncc1,-4,-6.8,26,-4,93,-5,3,-3.0,-3
CCOc1ccc(OCCN2C(=O)c3ccccc3C2=O)cc1,-2,-1.4,6,-16,100,-4,5,-2.1,-13
CN(c1ccccc1)c1ccc(/C=N/N2CCOCC2)cc1,2,0.4,3,-2,105,34,-6,-1.7,2
COc1cc(/C=N/NC(=O)C(=O)NCC2CCCO2)ccc1O (stereo not drawn),3,-2.0,2,1,117,3,10,-3.5,3
COC(=O)c1[nH]c2cccc(OC)c2c1NC(=O)CN1CCOCC1,4,-1.9,4,-4,106,14,18,-3.1,1
CCOc1ccccc1N(C)S(=O)(=O)c1ccc2c(c1)CCN2C(=O)CCC(=O)O,3,-2.2,3,-34,107,2,-14,-1.9,6
CC(c1ccco1)N(C(=O)c1ccc(Cl)c([N+](=O)[O-])c1)c1ccccn1 (stereo not drawn),3,-2.4,2,-28,100,2,5,-3.3,32
Cc1cccc(OCC(=O)Nc2ccc3c(c2)OCCO3)c1,4,-3.1,3,-13,109,10,4,-1.5,3
CCCOc1ccc(C(=O)NCCCn2ccnc2)cc1,2,0.2,6,1,104,-18,14,-1.4,0
COc1cccc(/C=N/NC(=O)CNC(=O)/C=C\c2ccccc2)c1O,1,-6.1,17,-30,99,-16,10,-4.1,-7
CC(=O)Nc1ccc(N=Cc2ccc(OCc3ccccc3)cc2)cc1,1,-4.1,6,-1,100,28,7,-2.2,3
O=C(CN(Cc1ccc2c(c1)OCO2)C(=O)CNS(=O)(=O)c1ccccc1)NCc1ccco1,8,-1.4,5,-10,114,-16,-8,0.7,-3
CC1CCN(C(=O)COC(=O)c2ccc3c(c2)OCO3)CC1,1,0.4,-20,-10,100,6,6,-1.9,7
CSc1ncccc1C(=O)N1CCCC(CCC(=O)NCc2ccccc2F)C1 (stereo not drawn),-5,-2.5,-2,-14,95,3,-3,-1.8,5
CC(C(=O)c1ccccc1)[n+]1cccc(Br)c1 (stereo not drawn),12,-1.2,4,-1,106,5,13,-2.0,4

# In the list so far, 7 contain a Cl atom:
SMILES,MEKK2 mut-MEK5,VIM-2 inhibitor,M18AAP inhibitor,FID counter,MEKK2 WT-MEK5,NALP1 inh,SUMO HTRF inh,IMP-1 inh,HCV NS3 hel inh
CCCCCCC(=O)Nc1ccc(Cl)cn1,4,-4.5,-2,0,106,9,11,0.1,-1
C=CCNC(=O)C1CCN(c2ccc(S(=O)(=O)N3CCOCC3)cc2Cl)CC1,-14,-3.2,4,-7,85,5,17,1.5,-4
COC(=O)c1ccccc1NC(=S)NC(=O)COc1ccccc1Cl,.,-4.1,14,0,.,11,-16,-5.4,-5
O=C(NCCC(NS(=O)(=O)OCC(Cl)(Cl)Cl)c1ccccc1)C(F)(F)F (stereo not drawn),7,-0.6,1,-10,101,16,-5,-3.3,2
COc1ccc(NC(=O)/C(Cl)=C(/Cl)S(=O)(=O)Cc2ccccc2)cn1,23,-3.0,-17,-10,114,-3,2,-1.3,-2
O=C(N/N=C/c1coc2ccc(Cl)cc2c1=O)c1ccncc1,-4,-6.8,26,-4,93,-5,3,-3.0,-3
CC(c1ccco1)N(C(=O)c1ccc(Cl)c([N+](=O)[O-])c1)c1ccccn1 (stereo not drawn),3,-2.4,2,-28,100,2,5,-3.3,32
